# Compound activity as filed in PubChem.
# TbREL1 primary = TbREL1 RNA ligase inhibitors, primary screen, biochemical, FRET fluorescence. RNA-editing ligase 1, mitochondrial (Trypanosoma brucei brucei), P86926. TbREL1 RNA ligation. inhibition, % at 9.66 µM. 89,000 tested, 0.49% active. AID 1117264, 2014;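 active = inhibition above the mean inhibition across all screened compounds plus 3 SD, cut at about 11% in these data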;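 also: 0% = plate median of test wells and 100% = NSC42067 control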
# Target sequence (P86926 whole entry, looked up): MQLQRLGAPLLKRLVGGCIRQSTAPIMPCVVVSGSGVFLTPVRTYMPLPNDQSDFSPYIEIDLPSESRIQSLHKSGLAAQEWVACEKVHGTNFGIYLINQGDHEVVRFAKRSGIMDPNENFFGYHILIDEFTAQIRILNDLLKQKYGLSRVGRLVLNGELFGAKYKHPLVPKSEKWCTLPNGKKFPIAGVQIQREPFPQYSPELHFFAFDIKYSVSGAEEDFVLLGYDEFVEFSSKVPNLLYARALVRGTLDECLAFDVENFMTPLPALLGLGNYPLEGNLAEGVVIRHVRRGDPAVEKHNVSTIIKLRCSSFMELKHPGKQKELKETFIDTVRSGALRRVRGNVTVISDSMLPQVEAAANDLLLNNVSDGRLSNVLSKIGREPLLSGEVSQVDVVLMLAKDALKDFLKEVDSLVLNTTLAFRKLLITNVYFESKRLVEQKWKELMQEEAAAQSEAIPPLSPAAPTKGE
# * marks the source's active call; other numbers are inactive results. These rows are one share of the data (hit frequency here may not be typical).
# Sample of the layout:
molecule	TbREL1 primary
Oc1ccccc1CNc1nc2ccccc2n1CCN1CCCCC1	1
Cc1cc(OCCN2CCN(S(=O)(=O)c3ccccc3F)CC2)ccc1C(C)C	-3
Nc1ccc(Cl)c(S(=O)(=O)Nc2ccccc2Cl)c1	2
O=C(O)CCCN1C(=O)C(=O)/C(=C(/O)c2ccc(Cl)cc2)C1c1ccccc1 (stereo unspecified)	3
O=C(NCC(c1ccccc1)c1ccccc1)[C@H](Cc1ccccc1)NC1(C(=O)NC2CCCCC2)CCCC1	-2

# Main list, from the first entry:
molecule	TbREL1 primary
Oc1ccccc1CNc1nc2ccccc2n1CCN1CCCCC1	1
Cc1cc(OCCN2CCN(S(=O)(=O)c3ccccc3F)CC2)ccc1C(C)C	-3
Nc1ccc(Cl)c(S(=O)(=O)Nc2ccccc2Cl)c1	2
O=C(O)CCCN1C(=O)C(=O)/C(=C(/O)c2ccc(Cl)cc2)C1c1ccccc1 (stereo unspecified)	3
O=C(NCC(c1ccccc1)c1ccccc1)[C@H](Cc1ccccc1)NC1(C(=O)NC2CCCCC2)CCCC1	-2
Cc1nc2sc3c(c2c(=O)o1)CCC3	-3
COc1cccc(CNC(=O)CCC2CCCN(C(=O)c3cc4ccccc4o3)C2)c1 (stereo unspecified)	1
CC(=O)c1ccc(NC(=O)CSc2cn[nH]n2)cc1	-1
Cc1cc(C(=O)Nc2cccc(O)c2)co1	3
CCOC(=O)C1CCCN(C(=O)C2CCN(c3nnc(-n4cccc4)s3)CC2)C1 (stereo unspecified)	-4
O=C1CCCC2=C1C(c1ccsc1)CC(=O)N2c1ccccc1 (stereo unspecified)	0
CC(C)COC(=O)C1C2C=CC3(CN(C4CCCC4)C(=O)C13)O2 (stereo unspecified)	3
Cc1cc(C)cc(OCC(=O)Nc2cc(C)on2)c1	-1
Cc1ccc(NC(=O)COC(=O)CNC(=O)c2ccc(C)s2)cc1	0
O=C(CN(CCc1ccccc1)S(=O)(=O)c1ccc(F)cc1)N1CCOCC1	1
O=C(NCC1CCCO1)c1ccc(/C=N/O)nc1 (stereo unspecified)	0
Cc1cc(C)c(S(=O)(=O)N2CCN(C(=O)C(C)Cn3nc(C)nc3C)CC2)c(C)c1 (stereo unspecified)	7
O=C1Nc2cc(C(=O)NCCCN3CCCC3)ccc2S/C1=C/c1cccc(Cl)c1	4
CCOC(=O)C(CC(=O)O)N1CCCCC1 (stereo unspecified)	-1
c1ccc(CC2CCN(Cc3nc(-c4ccccc4)no3)CC2)cc1	-1

# Fetched one by one from the entries so far:
molecule	TbREL1 primary
O=C1CCCC2=C1C(c1ccsc1)CC(=O)N2c1ccccc1 (stereo unspecified)	0
CCOC(=O)C(CC(=O)O)N1CCCCC1 (stereo unspecified)	-1
O=C1Nc2cc(C(=O)NCCCN3CCCC3)ccc2S/C1=C/c1cccc(Cl)c1	4
Cc1ccc(NC(=O)COC(=O)CNC(=O)c2ccc(C)s2)cc1	0

# Going on with the list.
molecule	TbREL1 primary
Cc1nc2[nH]c(=O)c3c(n2n1)NC1=C(C(=O)CC(C)(C)C1)C3c1ccc(F)cc1 (stereo unspecified)	1
COc1cc(OC)cc(C(=O)N[C@H](C(=O)OCC(=O)Nc2cccnc2Cl)C(C)C)c1	1
COc1ccc(CNC(=O)C23CC4CC(CC(Br)(C4)C2)C3)cc1	-1
CCC(=O)Nc1nonc1-c1nc2ccccc2n1CC(C)C	0
CN(C)CCNC(=O)c1coc(=O)c(Br)c1	7
Cc1cccc(CNc2ccc(C(CC(N)=O)NC(=O)c3ccccc3)cc2[N+](=O)[O-])c1 (stereo unspecified)	-1
CCN(C(=O)CSc1ccc2c(c1)OCCO2)C1CCS(=O)(=O)C1 (stereo unspecified)	-1
O=C(Cn1c(=O)oc2ccccc21)c1ccccc1	2
CN(CC(=O)O)S(=O)(=O)/C=C/c1ccccc1	-1
CC(C)(C)c1ccc(-c2nc(N)nc(N)n2)cc1	-2
COc1ccc(C(C(=O)NC2CCCCC2)N(C(=O)c2snc(C(N)=O)c2N)c2ccc(OC)cc2OC)cc1 (stereo unspecified)	0
COc1cc(Cl)ccc1OCc1cc(C(=O)N2CCCC(OC)C2)no1 (stereo unspecified)	0
Cn1c(=O)oc2cc(S(=O)(=O)N3CCC(C(=O)NCc4cccs4)CC3)ccc21	2
COCCNC(=O)CSc1nnc(CCCN2C(=O)c3cccc4cccc(c34)C2=O)n1-c1ccccc1	-4
Cc1nnc(SCC(=O)N2CCC(C(=O)Nc3nccs3)CC2)n1Cc1ccccc1	-3
O=c1c(Cc2ccccc2)c(O)ccn1C1CCCCCCC1	-2
O=C(C1CCN(S(=O)(=O)c2cccc3cccnc23)CC1)N1CCN(C2CCCC2)CC1	-3
CN1C(=CC=C2C=C(I)C(=O)C(I)=C2)C(C)(C)c2ccccc21	0
Cc1ccc(C(=O)C2=C(O)C(=O)N(c3ncccn3)C2c2ccccc2F)o1 (stereo unspecified)	-2
O=C(Nc1ccc(S(=O)(=O)NCC2CCCO2)cc1)C1CC(=O)N(c2ccccc2)C1 (stereo unspecified)	-1

# Not a retest: three of the compounds above.
molecule	TbREL1 primary
O=C(C1CCN(S(=O)(=O)c2cccc3cccnc23)CC1)N1CCN(C2CCCC2)CC1	-3
CN1C(=CC=C2C=C(I)C(=O)C(I)=C2)C(C)(C)c2ccccc21	0
Cc1ccc(C(=O)C2=C(O)C(=O)N(c3ncccn3)C2c2ccccc2F)o1 (stereo unspecified)	-2

# Continued.
molecule	TbREL1 primary
CCCNC(=S)N1CCC(NC(=O)c2ccc(OC)cc2)CC1	-2
C/C(=N/NC(=O)CSc1nc2ccccc2n1C)c1ccco1	-2
OC(CN1CC=C(/C=C/c2ccc(Br)cc2)CC1)c1ccccc1 (stereo unspecified)	1
CCn1cc(C(=O)O)c(=O)c2cc(F)c(N3CCN(C(=S)NC(=O)c4cccc(F)c4)CC3)cc21	7
CCOc1ccc2c(c1)C(c1ccccc1)=NNC(c1ccccc1)=N2	-3
Cn1c(=O)n(C)c2cc([N+](=O)[O-])c(N3CCN(S(C)(=O)=O)CC3)cc21	2
C[C@@H]1Cc2cc(O)cc(O)c2C(=O)O1	2
C=CCNC(=S)N/N=C/c1ccc(C)cc1C	-5
O=C(CN1C(=O)NC2(CCCCC2)C1=O)Nc1ccc(Cl)cc1	1
Cc1oc(-c2ccccc2Cl)nc1CSc1nc2c(c(=O)[nH]1)CCCC2	4
CC(=O)NC(C)(C)C1CC=C(C)/C(=N\O)C1 (stereo unspecified)	3
CN(CC(=O)NCc1ccncc1)S(=O)(=O)c1ccc(Cl)cc1	0
Clc1ccc(OCCSc2ncccn2)cc1	2
CC12CCC(=O)N1C(C(=O)Nc1cc(Cl)ccc1N1CCCC1)CS2 (stereo unspecified)	-4
Cn1ccc(=S)c2ccccc21	0
CCOc1ccc(NC(=NCc2ccc3c(c2)OCO3)SC2CC(=O)N(c3ccccc3)C2=O)cc1 (stereo unspecified)	4
COc1ccc2c(C(=O)CN3CCC(C)CC3)c[nH]c2c1	2
O=C(CCCC(=O)Nc1ccc(Br)cc1)N/N=C/c1ccccc1	-2
COc1ccc(-c2cc(C(F)(F)F)n3nc(C(=O)O)nc3n2)cc1	8
CCCc1nn(C)c(C(=O)Nc2ccc(Cl)cc2)c1Cl	1
NC(=S)Nc1ccc(C(F)(F)F)cc1Cl	-4
Cc1ccccc1C(=O)c1cccn1CC(=O)NCc1ccccc1	-1
COc1cc(C)c(Cl)cc1S(=O)(=O)N1CCSC1	-1
Nc1ncnc2nc(SCC(=O)N3CCN(c4ccccc4)CC3)[nH]c12	1
Cc1ccc(N2C(=O)C(Cc3ccc(O)cc3)NC2=S)cc1C (stereo unspecified)	0
O=C(c1ccc([N+](=O)[O-])cc1)N1CCN(C(=O)C2CCCCC2)CC1	-1
Cc1cccc(Nc2nnc(SCC(=O)Nc3ccccc3[N+](=O)[O-])s2)c1	2
O=C(Nc1ccc(O)c2c(=O)cc(-c3ccccc3Cl)oc12)c1ccccc1Cl	3
CCOC(=O)C1CCN(C(=O)Cc2cccc3ccccc23)CC1	-1
CC1(c2ccc3c(c2)OCCCO3)NC(=O)N(CC(=O)Nc2cccc(C#N)c2)C1=O (stereo unspecified)	3

# The list goes on:
molecule | TbREL1 primary
CCCCC(=O)N=c1sc2cc([N+](=O)[O-])ccc2n1C | -1
CCN1C(=O)c2cccc3c(NC(=O)c4ccc(OC)c(OC)c4)ccc1c23 | -5
CC1CN(C(=O)c2ccc(NS(=O)(=O)c3cccc(Cl)c3)cc2)CC(C)O1 (stereo unspecified) | 7
COc1ccc(-c2cc(C(=O)N(C)CC(=O)Nc3ccccc3C(F)(F)F)c3ccccc3n2)cc1OC | -2
O=C(CN(C(=O)CCC(=O)Nc1ccccn1)c1ccc2c(c1)OCO2)NCc1ccc(F)cc1 | -2
O=C(/C=C/c1ccc(S(=O)(=O)N2CCOCC2)cc1)N1CCCCC1 | 5
S=C(NN=C1C2CC3CC(C2)CC1C3)Nc1ccccc1 | -2
COC(=O)c1ccc(N(C(=O)CNC(=O)c2ccco2)C(C(=O)NCC2CCCO2)c2ccc(OC)c(OC)c2)cc1 (stereo unspecified) | -2
CC12C(=O)N(n3cnnc3)C(=O)C1C1C=CC2C1 (stereo unspecified) | 2
COc1ccc(Nc2ncccc2C(=O)O)cc1 | 5
COc1ccc(NC(=S)N2CCN(c3ncccn3)CC2)c(OC)c1 | 5
COCc1cc(=O)[nH]c(/N=C(\N)Nc2cccc(C)c2)n1 | 0
COC(=O)c1cccc(NC(=S)NC(C)C)c1 | -2
CCOC(=O)C1CCCN(C(=O)CCn2nc(-c3ccccc3)ccc2=O)C1 (stereo unspecified) | -2
O=C(COC(=O)CSc1ccc([N+](=O)[O-])cc1)NCc1cccs1 | -2
CC1Cc2ccccc2N1C(=S)NC(=O)C1(C)CC1(Cl)Cl (stereo unspecified) | -3
CCCCNC(=O)NC1C(NC(=O)NCCCC)N(C)C(=O)N1C (stereo unspecified) | 1
O=C(COc1ccccc1)N1CCCC1 | 2
COC(=O)[C@]12C[C@H](CC(=O)NCc3cccs3)C(=O)N(Cc3cccc4ccccc34)C1=C[C@H](C(C)C)O[C@@H]2C1CC1 | 1
COc1ccccc1NC(=O)N(O)C1(C#N)CCCCC1 | 2
Cc1ccc(S(=O)(=O)N2CCCCC2)cc1NC(=O)C1COc2ccccc2O1 (stereo unspecified) | 4
C/C(=N\Nc1cc(-c2ccccc2)nc(-c2ccccc2)n1)c1ccc(O)c(C)c1 | 0
COc1cccc(CN(C)C(=O)CN2C(=O)NC(c3ccccc3)(c3ccccc3)C2=O)c1OC | -3
CC(C)n1cc(/C=C2/SC(=O)N(CC(=O)Nc3ccc4c(c3)OCO4)C2=O)c2ccccc21 | 0
CCN(CC(=O)Nc1c(F)cccc1F)C(=O)CCCc1cccs1 | -1
Cc1cc(C)c2nc(SCC(=O)Nc3cc(C)on3)c(C#N)cc2c1 | 2
O=C(NCc1nnnn1-c1ccc(F)c(F)c1)c1ccc(S(=O)(=O)N2CCOCC2)cc1 | 1
CCN(CC)c1ccc(NC(=O)CSc2nnc(N)s2)cc1C | -9
Cn1nc(-c2ccc(N3CCOCC3)c(NS(=O)(=O)c3ccc(Cl)cc3)c2)c2ccccc2c1=O | 0
CCOc1ccc(Cn2nnc(C(=O)Nc3cc(OC)cc(OC)c3)c2N)cc1 | -2
CCOn1c(SC(C)C)nc2ccccc2c1=O | -2
Cn1c(=O)c2c(nc(NCc3ccco3)n2CC(O)CO)n(C)c1=O (stereo unspecified) | -2
COc1cc(-c2c(-c3cc(OC)c(OC)c(OC)c3)noc2C)ccc1F | 0
COc1ccc(C2=CN3CCCCC3CC2=O)cc1OC (stereo unspecified) | -7
COc1cc(/C=C/CO)cc(OC)c1O[C@@H]1O[C@H](CO)[C@@H](O)[C@H](O)[C@H]1O | -2
c1ccc(-c2oc3ncnc(NCCCN4CCOCC4)c3c2-c2ccccc2)cc1 | 0
O=C(COC(=O)CCc1nc2ccccc2c(=O)[nH]1)Nc1ccc(OC(F)(F)F)cc1 | -1
CC(C)(C)N(Cc1ccccc1)C(=O)COC(=O)C1CCN(c2ccc(C(F)(F)F)cn2)CC1 | 4
C/C(=N\NC(=O)C(C)Sc1ccccc1)C(C)(C)C (stereo unspecified) | 0
CC/C=C\[C@H](O)[C@H](O)C1=C(C)C(=O)[C@]2(O1)C(=O)N[C@@](OC)(C(=O)c1ccccc1)[C@@H]2O | -1
CN1CC[n+]2c(CN3C(=O)c4ccccc4C3=O)csc21 | -1
COc1ccc(CCn2c(NN)nc3c2c(=O)[nH]c(=O)n3C)cc1 | 4
O=c1cc(-c2ccccc2)n(S(=O)(=O)c2ccc3ccccc3c2)o1 | -2
O=[N+]([O-])c1ccc(COc2ccccc2CN2CCCC2)cc1 | -1
Cc1ccc(S(=O)(=O)NCCC(=O)NC2CCCCC2C)cc1 (stereo unspecified) | 0
Cc1ccc(-c2sc(C(=O)NN)c(C)c2C#N)cc1 | 8
Cc1cc(C(=O)Nc2nc3c(s2)CCCC3)no1 | 0
O=C(COC(=O)C1=Cc2ccccc2OC1)NCc1ccccc1 | 1
Cc1ccc(C(C)C)c(OCCNS(C)(=O)=O)c1 | -2
Cc1cccc(NC(=O)C2CCN(S(=O)(=O)c3c(C)[nH]c(=O)[nH]c3=O)CC2)c1 | 0
CCCN(CC(=O)Nc1ccccc1C)C(=O)c1ccc(C(=O)c2ccccc2)cc1 | 4
CCN(CC)C(=O)c1sc(NC(=O)c2cccs2)c(C#N)c1C | -6
COc1ccc(-c2cnc(NCc3cc4c(cc3[N+](=O)[O-])OCO4)n2C)cc1 | 2
COc1ccc(/C=N/Nc2ccccn2)cc1OC | -3
CC(OC(=O)C1CCCCC1)C(=O)Nc1ccc(S(N)(=O)=O)cc1 (stereo unspecified) | 1
Cc1ccc(SCC(=O)OCC(=O)NCc2cccs2)cc1C | 0

# Further structures follow.
molecule | TbREL1 primary
CCOC(=O)c1c(NC(=O)c2ccc(S(=O)(=O)N(C)CC3CCCO3)cc2)sc2c1CC(C)(C)NC2(C)C (stereo unspecified) | 4
CC(C)(C)n1nc(Cc2cccc3ccccc23)c2c(N)ncnc21 | 1
COc1ccc(CN[C@@H]2CC[C@@]34CCCN3C(=O)CCC[C@H]4C2)cc1OC | -2
CCc1nc2ccc(C(=O)Nc3cccc(OCC(=O)N(C)C)c3)cn2c1N(CC)CCN(C)C | -2
O=C(CNC(=O)c1sc2ccccc2c1Cl)OCc1ccccc1 | 3
